RSV antiviral HEp-2: RSV antiviral activity via CPE protection, HEp-2 cells, primary 10 µM value included (AID 2391) | CPE inhibition, % at 10 µM, or IC50 in µM where a hit was titrated | HEp-2 cells, RSV-induced CPE inhibition; higher % means a stronger effect | hit rate 0.13% among 310,000; in the data active = a potency from the dose series; note: strong numbers were not always called active
XIAP antagonists: XIAP antagonists, biochemical, IAP family, fluorescence polarization (AID 1018); displacement, % at 20 µM; hits with a dose series show IC50 in µM; XIAP BIR domain, fluorescence polarization peptide displacement; higher % means a stronger effect; hit rate 0.007% among 200,000; E3 ubiquitin-protein ligase XIAP (Homo sapiens); in the data active = displacement above about 50%; note: a part of the inactive calls stands beside numbers as strong as those of hits
Rac1 GTP hydrolysis: MgcRacGAP GTPase-activating activity inhibitors, confirmation, biochemical, ADP Hunter fluorescence; Rac GTPase-activating protein 1 (Homo sapiens); MgcRacGAP-stimulated Rac1 GTP hydrolysis, ADP Hunter fluorescence; higher % means a stronger effect; GST-tagged Rac1 F28L mutant substrate; inhibition, % at 30 µM; hits with a dose series show IC50 in µM; hit rate 0.6% among 340,000;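 active = first-screen hits whose inhibition reached a set limit at any dose in the follow-up dose series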;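 note: fluorescence reports GDP produced by GAP-driven GTP hydrolysis; strong numbers were not always called active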
AID2073: inhibitors of Mint1-CaV2.2 protein interaction, biochemical, HTRF (AID 2073) | HTRF protein-protein interaction, Mint1-CaV2.2; higher % means a stronger effect | hit rate 0.19% among 290,000 | inhibition, % at 20 µM; hits with a dose series show IC50 in µM; in the data active = inhibition mostly above about 51%, no sharp cut-off; note: some results filed as inactive read as strong as hits
Large T inhibition: SV40 large T antigen inhibitors, biochemical (AID 1903) | SV40 large T antigen ATPase/helicase inhibition assay; higher % means a stronger effect | inhibition, % at 20 µM; hits with a dose series show IC50 in µM | hit rate 0.39% among 310,000; in the data active = a potency from the dose series; note: strong numbers were not always called active
Siah-1 displacement: Siah-1 peptide-binding antagonists, primary screen, biochemical, fluorescence polarization, rhodamine-plectin, uHTS (AID 1817); E3 ubiquitin-protein ligase SIAH1 (Homo sapiens); hit rate 0.02% among 290,000; displacement, % at 20 µM; hits with a dose series show IC50 in µM; Siah-1 / rhodamine-plectin peptide fluorescence polarization; higher % means a stronger effect;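 active = displacement of at least 50% at 20 µM, with a fluorescence ratio check between 0.3 and a set limit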;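 note: plate controls were Siah plus tracer with DMSO for no effect and tracer alone without Siah for full effect; strong numbers were not always called active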
Dengue-2 NS5 capping: Dengue-2 NS5 methyltransferase inhibitors, primary screen, biochemical, confirmation dose response (AID 588689); Genome polyprotein (Dengue virus type 2 (strain 16681-PDK53)); Dengue-2 NS5 methyltransferase capping enzyme assay, biochemical; higher % means a stronger effect; inhibition, % at 25 µM, or IC50 in µM where a hit was titrated; hit rate 0.3% among 340,000; in the data active = a potency from the dose series
LYP phosphatase: inhibitors of LYP phosphatase, biochemical, fluorescence intensity, uHTS (AID 1779); Tyrosine-protein phosphatase non-receptor type 22 (Homo sapiens); recombinant LYP phosphatase, fluorescence intensity; higher % means a stronger effect; inhibition, % at 11.5 µM, or IC50 in µM where a hit was titrated; hit rate 0.054% among 290,000; in the data active = inhibition above about 50%;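 note: plate controls were vehicle with enzyme for no effect and no enzyme for full effect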
HIV peptide binding: inhibitors of HIV fusion peptide binding, primary screen, biochemical, uHTS, fluorescence dequenching (AID 1986). cell-free peptide binding, fluorescence dequenching, 30 min; higher % means a stronger effect. inhibition, % at 20 µM, or IC50 in µM where a hit was titrated. hit rate 0.3% among 290,000; in the data active = inhibition mostly above about 52%, no sharp cut-off; inactive = mostly below about 76%; note: some results filed as inactive read as strong as hits
Active calls of the source: *; . = not tested or not shown.

RSV antiviral HEp-2	XIAP antagonists	Rac1 GTP hydrolysis	AID2073	Large T inhibition	Siah-1 displacement	Dengue-2 NS5 capping	LYP phosphatase	HIV peptide binding	SMILES
0.4%	.	-0.6%	16.6%	-6.3%	-2.3%	0.0%	-9.4%	0.3%	CCc1ccccc1N(C(=O)c1snc(C(N)=O)c1N)C(C(=O)NCC1CCCO1)c1ccc(C)o1 (configuration not stated)
13.9%	.	.	2.2%	5.2%	1.5%	.	-2.9%	-0.3%	Cn1nc(C(F)(F)F)c(-c2ccc(Br)cc2)c1NC(=O)c1cccnc1
1.4%	-7.3%	4.5%	1.6%	-1.5%	3.3%	3.2%	0.7%	1.3%	COc1ccc(C(NC(=O)C(C)(C)C)NC(=O)C(C)(C)C)cc1
13.4%	-0.9%	8.3%	4.1%	6.9%	3.7%	-6.4%	2.3%	2.1%	C/C(=N\NS(=O)(=O)c1ccc(Cl)cc1)c1ccc(NC(=O)c2ccco2)cc1
0.0%	-4.6%	10.7%	-5.9%	7.7%	2.6%	-3.4%	-7.5%	2.4%	CCCn1c(Cc2ccccc2)n[nH]c1=S
0.7%	.	5.4%	53.8%	10.4%	5.5%	1.3%	-10.8%	-0.5%	CC1CCN(S(=O)(=O)c2cccc(C(=O)NCC3CCCO3)c2)CC1 (configuration not stated)
21.5%	-0.2%	-0.5%	-0.2%	8.7%	2.6%	-2.7%	-0.3%	0.3%	O=C(Nc1cccc(Cl)c1)c1cccc(Oc2ccc([N+](=O)[O-])cc2Cl)c1
16.3%	-13.0%	12.9%	3.1%	5.4%	1.3%	-3.1%	2.0%	1.0%	O=C(NCCNc1ccc([N+](=O)[O-])cc1)c1ccc(Cl)cc1
-0.2%	-4.1%	3.3%	3.7%	7.2%	4.0%	-5.6%	-5.7%	1.0%	CC(NCCO)C(=O)C12CC3CC(CC(C3)C1)C2 (configuration not stated)
5.8%	.	7.4%	-2.0%	16.9%	1.6%	-3.2%	-1.4%	0.0%	COc1ccc(NS(=O)(=O)c2cccc(C(=O)NC3CCC(O)CC3)c2)cc1 (configuration not stated)
0.9%	.	-7.5%	.	12.3%	.	-1.4%	.	.	CCN(C(=O)COC(=O)c1cnc(C)cn1)C1CCS(=O)(=O)C1 (configuration not stated)
1.7%	-1.8%	9.6%	-3.3%	-2.8%	-0.5%	-10.1%	-1.8%	1.0%	Cc1cccc(/C=C2\Oc3cc(OS(C)(=O)=O)ccc3C2=O)c1
5.0%	-11.4%	11.9%	3.4%	10.6%	4.2%	-9.3%	0.1%	-0.8%	Cc1cc(C(=O)CCl)c(C)n1CC1COc2ccccc2O1 (configuration not stated)
5.3%	-5.6%	8.6%	-2.8%	10.9%	3.4%	-1.3%	-4.3%	6.8%	COC(=O)c1c(NC(=O)CSc2nnc3ccccn23)sc2c1CCC2
1.0%	-4.1%	11.8%	26.9%	19.8%	1.0%	-6.2%	6.9%	6.5%	CCc1cc2c(=O)n(Cc3ccco3)c(SCc3c(C)noc3C)nc2s1
-0.4%	-3.1%	6.5%	10.2%	-99.7%	0.8%	1.9%	1.5%	3.7%	Cc1ccc(C(=O)NNC2=Nc3cccc4cccc2c34)cc1
2.7%	.	3.6%	.	7.3%	.	-3.0%	.	.	O=C(NCCC1CCCCN1S(=O)(=O)c1ccc(F)cc1)C(=O)Nc1ccccc1 (configuration not stated)
.	-16.5%	.	-13.4%	4.9%	-1.3%	.	-6.6%	1.7%	COc1ccc(C(=O)CNc2ccc3ccccc3c2)cc1
-3.1%	2.8%	10.3%	-0.3%	3.6%	-2.4%	-0.8%	-4.7%	-0.5%	Cc1cc(N2CCCN(C)CC2)nc2cc(Cl)ccc12
1.0%	0.1%	2.7%	-3.4%	20.5%	3.1%	0.7%	-4.5%	-0.6%	Cc1nc2ccccn2c1C(=O)NN
-0.3%	-2.0%	9.4%	5.8%	6.3%	-4.2%	-1.6%	-3.6%	0.4%	O=C(c1cc2c(s1)CCCC2)n1cccn1
0.1%	.	6.4%	-4.6%	23.7%	6.3%	-1.3%	-5.6%	2.3%	CCOC(=O)C1CCCN(C(=O)c2ccc3nc(-c4cccc(OC)c4)oc3c2)C1 (configuration not stated)
0.7%	.	5.1%	.	7.1%	.	-2.2%	.	.	CCCCn1c(N)c(N(CCOC)C(=O)c2cc(S(=O)(=O)N3CCCCC3)ccc2C)c(=O)[nH]c1=O
9.0%	-0.8%	6.8%	2.2%	-1.5%	5.9%	-11.7%	1.3%	-0.4%	CCCn1nc(C(=O)NC2CCCc3ccccc32)c2ccccc2c1=O (configuration not stated)
1.0%	-4.5%	7.9%	11.7%	12.8%	-4.2%	-2.7%	-3.7%	-1.2%	CCOC(=O)C1=NN(C(=O)Cc2ccccc2)C(O)(C(C)(C)C)C1 (configuration not stated)
1.5%	0.5%	5.7%	2.9%	-42.4%	5.5%	-43.4%	-0.6%	3.7%	O=C(CCN1CCOCC1)c1ccc2c(c1)OCCO2
11.8%	.	-0.4%	11.6%	16.5%	1.2%	-6.0%	-5.7%	3.1%	O=C(Nc1cccc(F)c1)NC1CCCc2ccccc21 (configuration not stated)
0.2%	-0.7%	-0.5%	-4.7%	20.4%	5.6%	0.0%	-6.7%	-0.4%	COc1ccc(/C(C)=N/NC(=O)CNC(=O)c2cccs2)cc1OC
2.1%	-1.5%	-3.4%	1.9%	2.8%	-4.2%	1.0%	-7.1%	-2.5%	O=C(O)CCCCNS(=O)(=O)c1ccc(Cl)c(C(F)(F)F)c1
6.8%	-0.9%	3.6%	-11.8%	12.3%	-2.8%	14.0%	-7.4%	2.2%	COc1ccc(Cc2nc(=S)[nH][nH]2)cc1Br
18.6%	-1.0%	3.2%	5.3%	7.9%	1.1%	2.6%	0.2%	-3.9%	Cn1c(-[n+]2c(-c3ccccc3)cc(-c3ccccc3)cc2-c2ccccc2)nc2cc([N+](=O)[O-])ccc21
1.0%	-0.5%	12.8%	2.5%	-0.6%	-2.7%	-3.5%	-8.0%	0.5%	Cc1ccc(SCCNC(=O)C(CO)(CO)CO)cc1
1.0%	-1.1%	6.7%	1.2%	9.6%	-0.2%	2.0%	-0.7%	2.1%	CCOC(=O)Cc1nnc(NC(=O)CSc2nncn2C)s1
8.6%	-1.8%	2.6%	-1.4%	5.0%	-3.2%	4.8%	-2.5%	1.2%	CC(C)N(Cc1nc(-c2ccccc2)no1)C(=O)c1ccc(Cl)cc1
12.1%	0.9%	3.0%	8.7%	-0.4%	-2.1%	-0.8%	-1.8%	-2.7%	Cc1c(C)n(Cc2ccccc2)c2ncnc(N)c12
0.8%	-5.4%	5.2%	8.3%	6.2%	5.4%	-11.3%	-4.1%	1.6%	O=C(c1ccc(Br)o1)N1CCN(c2ccc(F)cc2)CC1
0.4%	.	13.6%	-16.9%	0.9%	14.0%	-9.5%	-0.7%	0.6%	Cc1cccc(C)c1NC(=S)N/N=C/c1ccccc1C(=O)O
4.8%	-8.7%	-0.7%	8.7%	8.1%	2.0%	-2.0%	2.3%	0.0%	O=C(Nc1ccc(S(=O)(=O)N2CCCc3ccccc32)cc1)C1CCCO1 (configuration not stated)
1.6%	-2.6%	-5.2%	5.2%	3.0%	8.3%	-13.4%	-5.3%	-0.9%	Cc1noc(C)c1CSc1ccccc1C(=O)N1CCN(c2ccccc2)CC1
1.7%	-4.0%	6.4%	-16.5%	7.5%	-1.0%	-0.8%	-3.8%	0.2%	COc1ccc(CCNC2=NCCS2)cc1
1.5%	.	3.3%	.	10.6%	.	-7.3%	.	.	O=C(CSC1=NS(=O)(=O)c2cc(F)ccc2N1)NCc1ccccc1
0.1%	-9.4%	0.9%	6.5%	3.8%	-2.2%	-3.2%	0.1%	0.1%	CC[N+]1(CC)CC2=Cc3ccccc3CC2C1 (configuration not stated)
-0.6%	-4.0%	1.4%	-7.0%	-2.2%	3.5%	0.7%	-2.0%	-2.6%	NNC(=O)CN(CCc1ccccc1)S(=O)(=O)c1ccc(Cl)cc1
1.4%	-2.7%	-16.7%	-1.3%	-8.1%	1.0%	1.3%	-3.4%	-2.2%	COc1ccccc1N1CCN(C(=O)C(=O)N/N=C/c2ccccc2F)CC1
1.2%	-1.6%	12.0%	0.3%	12.6%	0.6%	-2.7%	-6.1%	0.3%	CCOC(=O)CC1C(=O)NCCN1S(=O)(=O)c1ccc(Br)cc1 (configuration not stated)
2.4%	4.2%	.	0.6%	6.8%	1.5%	.	-11.6%	7.7%	CN1C2C=C3C(C#N)=C(N)C(C#N)(C#N)[C@@H](c4ccsc4)[C@@H]3C1CC2 (some centres not stated)
0.4%	-0.4%	8.0%	3.4%	4.0%	1.4%	-9.6%	5.7%	0.8%	Cc1cc(C)cc(NC(=O)CN(Cc2ccccc2)S(C)(=O)=O)c1
3.6%	-4.6%	2.2%	-8.4%	8.4%	2.6%	-3.4%	-6.2%	3.9%	Cc1ccc(NC(=O)CS(=O)Cc2nc(-c3ccc(C)cc3)oc2C)cc1 (configuration not stated)

An excerpt of these results, field by field.
O=C(Nc1ccc(S(=O)(=O)N2CCCc3ccccc32)cc1)C1CCCO1 (configuration not stated)
  RSV antiviral HEp-2: 4.8%
  XIAP antagonists: -8.7%
  Rac1 GTP hydrolysis: -0.7%
  AID2073: 8.7%
  Large T inhibition: 8.1%
  Siah-1 displacement: 2.0%
  Dengue-2 NS5 capping: -2.0%
  LYP phosphatase: 2.3%
  HIV peptide binding: 0.0%
Cc1noc(C)c1CSc1ccccc1C(=O)N1CCN(c2ccccc2)CC1
  RSV antiviral HEp-2: 1.6%
  XIAP antagonists: -2.6%
  Rac1 GTP hydrolysis: -5.2%
  AID2073: 5.2%
  Large T inhibition: 3.0%
  Siah-1 displacement: 8.3%
  Dengue-2 NS5 capping: -13.4%
  LYP phosphatase: -5.3%
  HIV peptide binding: -0.9%
COc1ccc(CCNC2=NCCS2)cc1
  RSV antiviral HEp-2: 1.7%
  XIAP antagonists: -4.0%
  Rac1 GTP hydrolysis: 6.4%
  AID2073: -16.5%
  Large T inhibition: 7.5%
  Siah-1 displacement: -1.0%
  Dengue-2 NS5 capping: -0.8%
  LYP phosphatase: -3.8%
  HIV peptide binding: 0.2%
O=C(CSC1=NS(=O)(=O)c2cc(F)ccc2N1)NCc1ccccc1
  RSV antiviral HEp-2: 1.5%
  XIAP antagonists: .
  Rac1 GTP hydrolysis: 3.3%
  AID2073: .
  Large T inhibition: 10.6%
  Siah-1 displacement: .
  Dengue-2 NS5 capping: -7.3%
  LYP phosphatase: .
  HIV peptide binding: .

Next section.
RSV antiviral HEp-2	XIAP antagonists	Rac1 GTP hydrolysis	AID2073	Large T inhibition	Siah-1 displacement	Dengue-2 NS5 capping	LYP phosphatase	HIV peptide binding	SMILES
0.7%	.	8.5%	14.4%	18.1%	3.5%	-3.9%	-7.8%	0.7%	Cc1ccccc1C(=O)N1CCC(n2nccc2NC(=O)C2CC2)CC1
1.6%	.	8.8%	.	4.5%	.	-3.1%	.	.	N#CC(NC(=O)OCc1ccccc1)c1ccccc1 (configuration not stated)
-0.4%	-3.8%	1.9%	1.1%	22.1%	1.2%	-4.5%	4.1%	-0.4%	COCCCNC(=O)CNC(=O)c1cn(-c2ccccc2OC)c(=O)c2ccccc12
1.2%	.	4.8%	-4.9%	4.8%	-0.8%	0.0%	-5.1%	1.4%	CCn1c(SCC(=O)Nc2ccccc2Cl)nnc1C1CC1
0.5%	.	-18.6%	4.5%	13.5%	4.2%	.	-7.1%	-1.0%	CC1(C)Oc2ccc3ccc(=O)oc3c2/C(=C/O)C1=O

Source: PubChem BioAssay (several laboratories)
